# Bioassay records from PubChem BioAssay.
# S-ASM inh: human S-ASM enzyme inhibition. actives 0.006% (n = 340,000). placental ASM, HMU-PC fluorogenic substrate, 60 min. Potency, µM (doses to about 57.5 µM), without a hit: at the highest dose activity change, negative = inhibition, most hits filed as inhibitors. P17405; note: potency is the fitted concentration of half-maximal effect
#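 qHTS format. ASM enzyme prepared from human placenta hydrolyses the fluorogenic substrate HMU-PC0 (9 uM final) over 60 min at 37 °C after a 10 min compound preincubation.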
# PTAP TSG101 blk: blocks PTAP/TSG101 interaction to inhibit HIV-1 budding; Fluorescence polarization, FITC-PTAP peptide / Tsg101 binding; Q99816; AID 493005; Potency, µM (titrated, usually from 115 µM), inactives show at the top dose activity change, negative = inhibition, actives largely listed as inhibitors; 340,000 tested, under 10 active; active = well fitted inhibition curve with a large enough effect in the main read-out, with a control signal flat, not every such curve was filed as active; inconclusive = small, poorly fitted or top-dose-only effect, or effect the other way, or a change in a side signal; inactive = no such curve, though single readings can be large or run the other way; note: potency is the fitted concentration of half-maximal effect; % of control where 0% means no effect
#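 Steps: Tsg101 binding domain dispensed (10 uM final), compounds pinned in DMSO, FITC-labeled PTAP-motif peptide added (50 nM final); after 20 min binding at room temperature, polarization measured.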
# p53 reactivation: mutant p53 re-activation in reporter cells; H1299 p53-A138V BP100-luciferase reporter, luminescence, 24 h; Potency, µM (highest dose often 92.2 µM), inactives show top-dose activity change, positive = activation, most hits filed as activators; actives 0.063% (n = 320,000); AID 504706; note: potency is the fitted concentration of half-maximal effect; % of control where 0% means no effect; nearly all actives have a fitted effect of over 45% in size
#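 p53-null H1299 cells stably carrying temperature-sensitive p53-A138V and a BP100-luciferase reporter were pinned with compounds (4-point, 1:5 series) and held 24 hrs at 37 deg C. Luminescence was read 10 min after detection reagent.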
# ELG1 genotox: genotoxicity induction in ELG1-luciferase HEK293T cells; AID 504466; HEK293T ELG1-luciferase reporter, luminescence, 16 h; Potency, µM (titrated, usually from 46 µM), without a hit: at the highest dose activity change, positive = activation, hits mostly activators; actives 1.3% (n = 330,000); note: potency is the fitted concentration of half-maximal effect; % of control where 0% means no effect; nearly all actives have a fitted effect of over 60% in size
#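 ELG1-luciferase HEK293T cells, 2,000/well; compound pinned in; 16 hr, 37 °C, 5% CO2; ONE-Glo, 30 min RT; luminescence on CCD imager.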
# TRPV1 ag: human TRPV1 agonism; activation, % at 8.33 µM; Q8NER1; actives 0.19% (n = 320,000); TRPV1-expressing cells, Fluo-8 calcium influx, agonist mode; AID 540275; in the data active = activation above about 80%; inconclusive = between about 30% and that limit; note: 0% is about no effect
# Target sequence (Q8NER1 whole entry, looked up): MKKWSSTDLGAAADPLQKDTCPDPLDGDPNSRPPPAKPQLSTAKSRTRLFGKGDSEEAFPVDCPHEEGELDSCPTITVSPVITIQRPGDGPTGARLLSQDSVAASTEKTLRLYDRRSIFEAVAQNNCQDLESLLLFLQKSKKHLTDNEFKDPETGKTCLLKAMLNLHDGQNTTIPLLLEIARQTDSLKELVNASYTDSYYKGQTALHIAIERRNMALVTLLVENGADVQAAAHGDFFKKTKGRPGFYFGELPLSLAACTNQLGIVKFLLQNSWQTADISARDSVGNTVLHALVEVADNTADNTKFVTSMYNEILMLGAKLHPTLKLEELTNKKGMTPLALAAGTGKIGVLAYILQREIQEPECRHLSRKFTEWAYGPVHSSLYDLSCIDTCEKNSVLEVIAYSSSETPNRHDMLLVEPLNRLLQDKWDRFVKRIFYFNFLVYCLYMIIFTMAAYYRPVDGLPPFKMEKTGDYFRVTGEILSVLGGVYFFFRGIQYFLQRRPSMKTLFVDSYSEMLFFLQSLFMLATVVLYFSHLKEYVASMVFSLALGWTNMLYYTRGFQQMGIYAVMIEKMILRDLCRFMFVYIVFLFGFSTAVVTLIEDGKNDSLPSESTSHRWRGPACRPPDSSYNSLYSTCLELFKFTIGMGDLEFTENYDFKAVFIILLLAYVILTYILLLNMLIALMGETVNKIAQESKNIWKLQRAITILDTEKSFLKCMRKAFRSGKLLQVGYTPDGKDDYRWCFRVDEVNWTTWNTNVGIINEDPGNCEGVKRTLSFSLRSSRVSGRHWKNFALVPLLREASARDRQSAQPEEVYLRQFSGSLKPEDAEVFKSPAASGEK
#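 Cells expressing TRPV1 were dye-loaded with Fluo-8 and read kinetically: 10 s baseline, 3 min after compound (agonist portion), then 2 min after EC20 capsaicin (allosteric enhancer portion). Calcium-bound dye fluorescence at 480/520 nm.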
# BRCA1 expr up: activators of BRCA1 expression; Potency, µM (series often up to 46.1 µM), inactives show at the top dose activation, actives largely listed as activators; AID 624202; MCF7-BRCA1-FFLuc reporter, luminescence, 48 h; response scale: scaled: vehicle 0%, 10 µM genistein 100%; actives 1.1% (n = 380,000); note: potency is the fitted concentration of half-maximal effect; nearly all actives have a fitted effect of over 80% in size; some results filed as inactive show a strong effect at the top dose
#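 Reporter cells (MCF7, BRCA1 promoter-firefly luciferase) received library compounds across a concentration series for 48 h. End-point luminescence was measured and concentration-effect curves derived after normalization.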
# B2AR arrestin: beta2AR (human) beta-arrestin recruitment activity. beta-arrestin recruitment to beta2AR, cell-based reporter. Potency, µM (titrated, usually from 46.1 µM), inactives show top-dose activation, hits mostly activators. actives 0.02% (n = 330,000);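 note: potency is the fitted concentration of half-maximal effect; 0% = DMSO controls and full agonism = EC100 isoproterenol or metaproterenol; nearly all actives have a fitted effect of over 65% in size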
# Eya2 phos inh: inhibitors of human Eya2 phosphatase activity; O00167; recombinant Eya2, OMFP fluorescence dephosphorylation (OMFP is methylfluorescein phosphate); Potency, µM (highest dose often 76.9 µM), inactives show top-dose activity, negative = inhibition, hits mostly inhibitors; actives 0.006% (n = 330,000); AID 488837; note: potency is the fitted concentration of half-maximal effect; % is set by controls: 0 for no effect and ±100 for the full control effect
#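 Eya2 (0.2 uM) preincubated 10 min at ambient with compound, then OMFP substrate added at 50 uM; 10 min reaction in 50 mM HEPES pH 7.5, 50 mM NaCl, 5 uM MgCl2, 0.05% BSA, 1 mM DTT. Fluorescence read at Ex 485/Em 525 nm.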
# Integrin act MD: activators of alpha7 integrin expression for muscular dystrophy; AID 624291; Potency, µM (doses to about 38.3 µM), for inactives: top-dose activation, actives largely listed as activators; actives 0.064% (n = 350,000); alpha7betagal myoblasts, beta-gal FDG fluorescence, 48 h;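 note: potency is the fitted concentration of half-maximal effect; 100% = response of the positive control SU9516; nearly all actives have a fitted effect of over 60% in size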
#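 alpha7betagal+/- myoblasts (passage 13, 250/well) treated 48 h at 37C with compounds at 1:260 dilution of DMSO stock. Lysed, then beta-galactosidase activity read as FDG fluorescence (ex 480/em 540) after 30 min, with pre-read for autofluorescence.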
# USP2a block: blocks human ubiquitin-specific protease USP2a; Potency, µM (titrated, usually from 38.3 µM), without a hit: top-dose activity change, negative = inhibition, most hits filed as inhibitors; O75604; AID 463254; USP2 core, Ub-CHOP2 coupled fluorogenic reporter, 485/531; actives 0.01% (n = 330,000);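 note: potency is the fitted concentration of half-maximal effect; plate controls were DMSO wells for no effect and full inhibition by NEM control for full effect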
#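 Cell-free coupled assay: 10nM USP2 core preincubated 30min RT with compound in Tris-HCl pH 8.0/CaCl2/CHAPS buffer, then 25nM Ub-CHOP2 and 25nM reporter substrate; fluorescence (Ex 485/Em 531) read after 60min RT, normalized to NEM inhibition, concentration-response curves fitted.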
# uPA surface inh: cell surface uPA generation inhibition; actives 0.31% (n = 330,000); Potency, µM (titrated, usually from 38.3 µM), inactives show at the highest dose activity change, negative = inhibition, usual class: inhibitors; cell surface uPA generation assay, qHTS; AID 540303; active = well fitted inhibition curve with a large enough effect; inconclusive = small, poorly fitted or top-dose-only effect; inactive = no such curve, though single readings can be large or run the other way; tested in mouse RAW 264.7 cells; note: potency is the fitted concentration of half-maximal effect; % is set by controls: 0 for no effect and ±100 for the full control effect; nearly all actives have a fitted effect of over 55% in size
# * hit, by the source's call; ? = inconclusive; · = no result given; [ ] = another dose, or the depositor's remark. Unless noted, calls come from the whole dose curve; as a rule, active = well fitted curve in the direction sought with a large enough effect; inconclusive = small, poorly fitted or top-dose-only effect, or another doubt; inactive = no such curve, though single readings can be large; an effect the other way counts as inactive or inconclusive.
mol | S-ASM inh | PTAP TSG101 blk | p53 reactivation | ELG1 genotox | TRPV1 ag | BRCA1 expr up | B2AR arrestin | Eya2 phos inh | Integrin act MD | USP2a block | uPA surface inh
O=C(O/N=C1\CCS(=O)(=O)c2sccc21)c1ccc(F)cc1 | -1% | -6% | -3% | 0% | ? | -5% | -0.2% | 6% | 0% | 2% | 9%
Cc1cc(C(=O)Nc2ccccn2)cs1 | -1% | 0% | ? | ? | 17 | ? | ? | -3% | ? | -2% | ·
O=C(N/N=C/c1ccccc1O)C1CC(=O)N(c2ccc(F)cc2)C1 (stereo unspecified) | 460%[activator] | -10% | 16% | 20% | 4 | -74% | -1.1% | ? | -38% | 3% | -4%
Cc1cccc(NC(=O)CCc2ccc(C)o2)c1 | -3% | -2% | 21% | 15% | ? | 33% | -0.1% | 2% | -16% | -4% | 2%
COCCCNc1nc2c(c(=O)n(C)c(=O)n2C)n1Cc1cccc(OC)c1 | -3% | 0% | -10% | -1% | 2 | -28% | -0.4% | -1% | -1% | 0% | -7%
CNC(=O)COC(=O)/C=C/c1ccco1 | -1% | 0% | -1% | 0% | 0 | 20% | -0.1% | 17% | 4% | 1% | 0%
O=C(NCc1ccco1)C1CCN(S(=O)(=O)c2cccc([N+](=O)[O-])c2)CC1 | -2% | -6% | 1% | -1% | -2 | -5% | -1.1% | -10% | ? | 5% | -2%
CCOC(=O)c1nn(-c2ccccc2)c(=O)cc1OCC(=O)Nc1cc(C)ccc1C | -5% | 0% | -1% | -1% | -1 | 20% | -0.2% | 4% | -20% | 1% | 2%
CCOC(=O)c1[nH]cnc1C(=O)Nc1cccc(Cl)c1 | 0% | -2% | 9% | 1% | 20 | -13% | 0.0% | 12% | 9% | 1% | 3%
CCN(c1cccc(C)c1)S(=O)(=O)c1cc2c3c(c1)CCC(=O)N3CCC2 | -3% | -10% | 0% | -5% | -8 | -24% | -0.4% | -3% | -2% | -1% | 1%
Cc1ccc(C(=O)Nc2nnc(-c3ccc(C(C)(C)C)cc3)s2)cc1 | 3% | -1% | 9% | 2% | -5 | 1% | 0.1% | 10% | 0% | -2% | 1%
CCCC(C)c1nnc(NC(=O)CS(=O)(=O)Cc2ccccc2)s1 (stereo unspecified) | 1% | -4% | 2% | -1% | -1 | -24% | -0.2% | 3% | 2% | -2% | 4%
CCOC(=O)C1(Cc2ccccc2C)CCCN(C(=O)c2ccnn2C)C1 (stereo unspecified) | 2% | -2% | 1% | -3% | -6 | 0% | 0.4% | 6% | -7% | -1% | -1%
Cc1occc1-c1nnc(SCC(=O)NCC2CCCO2)n1C (stereo unspecified) | 4% | -2% | -1% | -4% | -1 | 0% | -0.2% | 15% | -1% | -12% | 0%
COC(=O)c1sc(=S)sc1C(=O)OC | 0% | -14% | 21% | 0% | 0 | -6% | -0.1% | 10% | -45%[inhibitor] | 1% | -24%
COc1ccc(-c2cc(C(=O)N3CCN(c4ccccc4F)CC3)c3ccccc3n2)c(OC)c1 | 67%[activator] | · | · | -14% | 8 | -50% | 5.9% | 15% | -16% | -2% | -21%
Cc1cc(C)cc(NS(=O)(=O)Cc2ccccc2)c1 | -1% | -1% | -18% | -2% | -3 | 16% | -0.5% | 11% | -1% | -1% | 0%
COC(=O)C(Cc1ccccc1)NC(=O)c1cccc(S(=O)(=O)N(C)C)c1 (stereo unspecified) | 1% | -2% | 4% | 6% | 1 | -13% | 0.7% | 16% | 12% | 3% | 3%
CC(C)n1nc(C(=O)Nc2ccc(-n3cnnn3)cc2)c2ccccc2c1=O | -3% | -2% | 2% | -6% | · | 27% | -0.8% | 3% | 8% | -1% | 7%
CCN(CC)C(=O)Cn1cc(C(=O)C(=O)NCc2ccco2)c2ccccc21 | 3% | -1% | -2% | -5% | 4 | -16% | 0.3% | -5% | -25% | 2% | -2%
C=CCNC(=O)CC1Nc2c3ccccc3nc(=S)n2C1=O (stereo unspecified) | 48%[activator] | -2% | -1% | 3% | -5 | -6% | -0.1% | 0% | -9% | -3% | 3%
COc1ccc(OCC(=O)Nc2nonc2NC(=O)COc2ccc(OC)cc2)cc1 | -2% | -1% | 11% | 2% | 2 | -3% | 0.0% | -10% | -11% | 2% | 1%
COc1ccc(NC(=O)Cn2c(=O)n(CC(=O)NCc3ccco3)c(=O)c3ccccc32)cc1OC | -2% | -5% | 5% | -1% | 1 | -1% | 0.0% | -2% | -15% | 2% | 1%
Cc1ccccc1NC(=O)NCCCN1CCN(c2ccccc2)CC1 | 1% | -2% | 1% | 0% | -1 | -3% | -0.2% | -7% | 17% | -2% | -1%
O=C(CS(=O)(=O)c1ccccc1)Nc1ccc(S(=O)(=O)Nc2ccccn2)cc1 | 2% | -1% | -1% | 1% | 0 | 0% | -0.5% | 7% | -22% | 1% | -3%
CCOC(=O)C1(Cc2ccccc2Cl)CCN(S(C)(=O)=O)CC1 | -3% | 2% | -3% | -3% | 11 | -18% | -0.4% | -9% | 3% | 3% | ·
O=C(O)CNC(=O)CC1S/C(=N/N=C2\CSC(=O)N2)NC1=O (stereo unspecified) | 6% | -4% | -1% | 0% | -1 | 10% | 0.1% | -28% | 0% | 7% | -11%
CN1CCN(c2ccc(NC(=O)c3ccc(C#N)cc3F)cc2Cl)CC1 | 2% | -3% | 8% | 2% | 3 | 52% | -0.5% | -11% | ? | 2% | -1%
COCc1cc(C)nc(OCC(=O)N/N=C/c2ccc(-c3cccc([N+](=O)[O-])c3)o2)c1C#N | · | · | 2% | 1% | 0 | · | -0.3% | -1% | · | 1% | ·
Cc1noc(C)c1S(=O)(=O)N1CCCC(C(=O)NC2CCCCC2)C1 (stereo unspecified) | 3% | -1% | -7% | 1% | 2 | 0% | -0.3% | -25% | 32% | -1% | 13%
CCN1C(=O)[C@H]2[C@@H](c3ccc(C)cc3)N3C(=O)N(c4cccc(Br)c4)C(=O)[C@@]3(Cc3ccccc3)[C@H]2C1=O | -1% | 0% | -3% | -2% | -1 | -29% | 0.4% | 2% | -20% | 2% | -4%
Clc1ccc(-c2nnc3n2CCCCS3)cc1 | 4% | -1% | 4% | 0% | 3 | -14% | -1.5% | -6% | 8% | 3% | -2%
O=C(CN1CCOc2ccccc21)N1CCCC1 | 0% | -4% | 1% | 1% | -2 | 4% | 0.1% | 2% | 18% | 2% | -1%
CN(C(=O)c1ccccc1C(=O)OCC(=O)Nc1ccccc1)c1ccccc1 | 0% | -3% | -7% | 1% | 4 | -13% | -0.1% | -2% | -5% | 2% | -3%
Cc1nn(CC(=O)Nc2ccc(S(N)(=O)=O)cc2)c(=O)c2ccccc12 | -1% | -3% | 7% | 1% | 8 | -12% | -1.0% | ? | 43% | 1% | -2%
O=C(COC(=O)CCc1ccc(S(=O)(=O)N2CCOCC2)cc1)NCc1ccc(Cl)cc1 | 1% | -3% | 2% | 0% | 2 | -23% | -0.1% | 14% | -9% | 0% | 0%
O=C1CCC(=O)N1CCCCCc1nc(-c2ccccc2)no1 | 3% | 0% | ? | 21µM* | 8 | 85% | 4.1% | 1% | -3% | 2% | 1%
CCCc1nc(N2CCN(C)CC2)c2sc(=S)n(-c3ccccc3)c2n1 | 0% | 1% | 0% | 2% | 25 | 21% | -0.3% | -3% | -5% | 0% | 4%

# Whole records, looked up by structure:
# Profile of CC(C)n1nc(C(=O)Nc2ccc(-n3cnnn3)cc2)c2ccccc2c1=O → S-ASM inh: -3%; PTAP TSG101 blk: -2%; p53 reactivation: 2%; ELG1 genotox: -6%; TRPV1 ag: ·; BRCA1 expr up: 27%; B2AR arrestin: -0.8%; Eya2 phos inh: 3%; Integrin act MD: 8%; USP2a block: -1%; uPA surface inh: 7%
# Profile of Cc1cc(C(=O)Nc2ccccn2)cs1 → S-ASM inh: -1%; PTAP TSG101 blk: 0%; p53 reactivation: ?; ELG1 genotox: ?; TRPV1 ag: 17; BRCA1 expr up: ?; B2AR arrestin: ?; Eya2 phos inh: -3%; Integrin act MD: ?; USP2a block: -2%; uPA surface inh: ·
